Source: PubChem (The Scripps Research Institute Molecular Screening Center)
TEAD-YAP inh: TEAD-YAP interaction inhibition, primary screen, TEAD-YAP interaction inhibitor project, luminescence, HEK-TIYL cells; TEAD-Gal4/YAP UAS-luciferase luminescence; inhibition, % at 9.12 µM; actives 1.4% (n = 640,000); AID 1259422, 2018; in the data active = inhibition above about 32%;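 note: 0% = median of test compound wells and 100% = reference inhibitor wells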
GPR151 activ: activators of human GPR151, primary screen, cell-based, PathHunter beta-arrestin, luminescence | activation, % at 11.2 µM | G-protein coupled receptor 151 (Homo sapiens), Q8TDV0 | actives 1% (n = 650,000) | PathHunter beta-arrestin GPR151 cells; in the data active = activation above about 4.9%;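 note: 0% = median of compound wells and 100% = cells with positive control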
Target sequence (Q8TDV0 whole entry, looked up): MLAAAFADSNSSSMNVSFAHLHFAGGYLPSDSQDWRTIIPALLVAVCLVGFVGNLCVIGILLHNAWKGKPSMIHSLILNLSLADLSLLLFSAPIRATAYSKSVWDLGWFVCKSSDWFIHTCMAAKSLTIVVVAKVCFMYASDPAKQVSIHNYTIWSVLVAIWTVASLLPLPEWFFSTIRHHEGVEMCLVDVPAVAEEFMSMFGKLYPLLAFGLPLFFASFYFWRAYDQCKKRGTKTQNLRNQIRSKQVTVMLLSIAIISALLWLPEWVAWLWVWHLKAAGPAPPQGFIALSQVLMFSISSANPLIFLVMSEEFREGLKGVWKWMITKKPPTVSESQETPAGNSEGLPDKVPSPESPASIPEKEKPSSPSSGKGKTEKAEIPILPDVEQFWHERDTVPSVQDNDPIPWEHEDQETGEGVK
MITF primary: MITF inhibitors, primary screen, biochemical, AlphaScreen, human; Microphthalmia-associated transcription factor (Homo sapiens), O75030; AlphaScreen MITF homodimerization, bead proximity signal; inhibition, % at 2.6 µM; actives 0.91% (n = 650,000); AID 1259374, 2018; in the data active = inhibition above about 50%;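 note: 0% = vehicle wells with protein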
FBW7 act: FBW7 E3 ligase activators, primary screen, biochemical, AlphaScreen, human | actives 0.13% (n = 650,000) | normalized activity (activation), % at 26.1 µM | AlphaScreen FBW7–phospho-cyclin E peptide binding, activator screen; in the data active = normalized activity above about 1.9%;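 note: purified mutant Fbw7 with reduced substrate affinity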
Target sequence (Q969H0 whole entry, looked up): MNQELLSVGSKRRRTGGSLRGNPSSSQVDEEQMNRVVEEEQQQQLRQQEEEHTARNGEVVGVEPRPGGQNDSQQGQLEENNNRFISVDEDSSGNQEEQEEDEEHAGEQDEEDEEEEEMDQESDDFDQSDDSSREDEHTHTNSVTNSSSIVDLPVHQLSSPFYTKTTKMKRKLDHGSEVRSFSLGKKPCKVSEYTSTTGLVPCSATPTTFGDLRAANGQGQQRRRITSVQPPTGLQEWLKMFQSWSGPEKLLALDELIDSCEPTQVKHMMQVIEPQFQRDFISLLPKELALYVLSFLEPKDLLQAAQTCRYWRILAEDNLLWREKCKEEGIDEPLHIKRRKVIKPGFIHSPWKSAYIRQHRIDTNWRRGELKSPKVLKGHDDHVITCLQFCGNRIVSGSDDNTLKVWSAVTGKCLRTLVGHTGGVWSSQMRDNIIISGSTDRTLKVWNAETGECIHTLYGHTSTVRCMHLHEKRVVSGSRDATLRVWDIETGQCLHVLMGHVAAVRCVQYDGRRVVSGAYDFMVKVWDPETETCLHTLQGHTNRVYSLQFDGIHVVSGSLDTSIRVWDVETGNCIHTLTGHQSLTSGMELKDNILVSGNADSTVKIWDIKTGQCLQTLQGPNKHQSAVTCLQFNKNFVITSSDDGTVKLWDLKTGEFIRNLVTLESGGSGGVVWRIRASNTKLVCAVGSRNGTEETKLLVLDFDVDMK
Starred values were filed as active, the others as inactive; & = joins results of further samples.

SMILES	TEAD-YAP inh	GPR151 activ	MITF primary	FBW7 act
O=[N+]([O-])c1ccc(Cl)cc1CS(=O)(=O)c1ccccc1	1.4	1.0	7.0	-0.1
Clc1ccccc1CNc1nc2ccccc2n2nnnc12	3.1	1.8	1.7	-0.1
CC(C)c1ccc(NC(=O)c2ccc(F)c(S(=O)(=O)N3CCN(c4ccccc4F)CC3)c2)cc1	-5.8	-0.3	17.0	0.1
COc1ccc(Cc2nnc(NC(=O)Nc3ccccc3)s2)cc1	7.3	0.0	2.1	0.0
CCC(=O)N1CCC[C@H](Cn2nc(-c3cccs3)ccc2=O)C1	0.8	-0.1	6.5	0.0
Cn1c(C(=O)Nc2cccc(F)c2)cc2sccc21	-32.9	-0.1	9.9	0.0
CCOC(=O)C1=C(c2ccccc2)N=c2s/c(=C\c3cc(C)n(-c4ccc(Cl)cc4)c3C)c(=O)n2C1c1c(OC)ccc2ccccc12 (stereo not given)	-3.7	-0.1	0.5	-0.1
CCCc1cc(=O)oc2cc(OCC(=O)OC)ccc12	6.5	-0.2	4.5	-0.1
Cc1csc(SCCN2C(=O)c3ccccc3C2=O)n1	-64.8	3.0	2.7	0.0
Cn1c(SCc2ccc(C#N)cc2)nnc1-c1ccncc1	12.3	-1.1	14.9	1.1
Cc1cccc(/C=C/C(=O)Nc2ccc(F)cc2F)c1	-54.0	-2.5	8.3	-0.1
CC(C)CN(C)C(=O)CC1(c2ccccc2F)CC(=O)N(C)C1=O (stereo not given)	6.4	-0.8	3.3	0.1
Cc1nc(CNC2CCN(c3ccc(C(=O)N4CCCC(O)C4)cc3)CC2)cs1 (stereo not given)	4.1	-1.2	-5.1	-0.1
O=C1NCCN1CCn1cccc1	6.0	0.0	6.7	0.1
NNC(=O)C1C[C@@H]2C[C@@H]3c4[nH]c5ccccc5c4CCN3C[C@H]2C[C@H]1O (stereo not given in full)	-1.5	0.5	-1.8	-0.2
CCCS(=O)(=O)c1c(S(=O)(=O)CCC)c2cnccn2c1C(=O)c1ccc(C)cc1C	-2.9	0.6	13.7	-0.1
COc1ccc2ccccc2c1/C=C1\N=C(c2ccc(F)cc2)OC1=O	-8.6	-0.2	11.7	0.3
COc1cccc(C(=O)N[C@H]2C[C@H]3C(=O)N[C@@H](CC4CCCCC4)C(=O)N3C2)c1	-6.8	-0.4	-6.1	-0.2
O=C1CCCCCCC1S(=O)(=O)Cc1ccccc1 (stereo not given)	6.0	0.0	0.7	0.1
CNC(=O)C(=O)NCC1OCCCN1S(=O)(=O)c1ccc(F)cc1C (stereo not given)	-7.7	2.2	-5.3	0.0
COc1ccc(CCNC(=O)C(Cl)(Cl)Cl)cc1OC	9.7	1.2	23.9	-0.2
COc1ccc(Cc2nnc(NC(=O)C(C)C)s2)cc1OC	9.2	1.2	7.1	0.7
COc1cccc(NC(=O)CCN2C(=O)c3cccc([N+](=O)[O-])c3C2=O)c1	-1.6	-1.2	23.7	0.0
CC(=O)c1c(C)oc2ccc(N(C(=O)c3cccc([N+](=O)[O-])c3)S(=O)(=O)c3ccc(C)cc3)cc12	-10.1	1.5	-2.6	-0.1
CCC(CC)c1nc(Nc2ccccc2)c2ccccc2n1	12.2	0.0	-4.5	-0.2
COc1ccc(-c2noc(CN(C)Cc3ccnc4ccccc34)n2)cc1	27.6	-0.1	-1.9	-0.1
Cc1ccccc1N=Cc1c(O)n(Cc2ccc3c(c2)OCO3)c(=O)c2ccccc12	-4.3	1.4	-3.9	-0.1
CCS(=O)(=O)N1CCN(c2ccc([N+](=O)[O-])c(NCc3ccccc3)c2)CC1	-5.6	-0.5	0.2	-0.1
CCc1ccc(OCC(=O)N(CC)c2ccccc2)cc1	-6.5	-1.6	16.0	0.2
Nc1ncc(-c2cccc(CO)c2)nc1N1CCOCC1	8.9	-0.1	-8.6	-0.2

12 consecutive records out of the list so far:
SMILES	TEAD-YAP inh	GPR151 activ	MITF primary	FBW7 act
O=C1CCCCCCC1S(=O)(=O)Cc1ccccc1 (stereo not given)	6.0	0.0	0.7	0.1
CNC(=O)C(=O)NCC1OCCCN1S(=O)(=O)c1ccc(F)cc1C (stereo not given)	-7.7	2.2	-5.3	0.0
COc1ccc(CCNC(=O)C(Cl)(Cl)Cl)cc1OC	9.7	1.2	23.9	-0.2
COc1ccc(Cc2nnc(NC(=O)C(C)C)s2)cc1OC	9.2	1.2	7.1	0.7
COc1cccc(NC(=O)CCN2C(=O)c3cccc([N+](=O)[O-])c3C2=O)c1	-1.6	-1.2	23.7	0.0
CC(=O)c1c(C)oc2ccc(N(C(=O)c3cccc([N+](=O)[O-])c3)S(=O)(=O)c3ccc(C)cc3)cc12	-10.1	1.5	-2.6	-0.1
CCC(CC)c1nc(Nc2ccccc2)c2ccccc2n1	12.2	0.0	-4.5	-0.2
COc1ccc(-c2noc(CN(C)Cc3ccnc4ccccc34)n2)cc1	27.6	-0.1	-1.9	-0.1
Cc1ccccc1N=Cc1c(O)n(Cc2ccc3c(c2)OCO3)c(=O)c2ccccc12	-4.3	1.4	-3.9	-0.1
CCS(=O)(=O)N1CCN(c2ccc([N+](=O)[O-])c(NCc3ccccc3)c2)CC1	-5.6	-0.5	0.2	-0.1
CCc1ccc(OCC(=O)N(CC)c2ccccc2)cc1	-6.5	-1.6	16.0	0.2
Nc1ncc(-c2cccc(CO)c2)nc1N1CCOCC1	8.9	-0.1	-8.6	-0.2

Other entries.
SMILES	TEAD-YAP inh	GPR151 activ	MITF primary	FBW7 act
CCCC(=O)N(CC(=O)Nc1sc2c(c1C(N)=O)CCCC2)Cc1ccccc1	5.5	0.4	6.9	-0.1
COc1ccc(Cl)cc1C(=O)Nc1ccc(Cl)c(-c2nc3c(ccc4ccccc43)o2)c1	6.2	0.9	-4.4	-0.1
Cc1cc(Cl)nc(Cl)c1C(=O)Nc1ccccc1F	-6.5	1.4	-6.8	0.0
COc1ccc(CNC(=O)C2CCC(Cn3c(=S)[nH]c4ccccc4c3=O)CC2)cc1 (stereo not given)	-4.6	-0.8	-5.2	-0.1
FC(F)(F)c1cccc(CNc2nc(Nc3ccc(-n4ccnc4)cc3)nc3c2ncn3-c2ccccc2)c1	-6.7	4.0	9.7	0.2
CC(C)C(=O)Nc1cccc(C(=O)NCCc2ccc(F)cc2)c1	-52.8	0.5	-11.0	-0.1
CCc1ccc(N2C(=O)C(Cl)=C(Nc3ccc(C(=O)N4CCCC4)cc3)C2=O)cc1	18.4	5.2*	7.7	0.1
COc1ccccc1N1CCN(c2ncnc3sc(C(=O)N4CCCC4)c(C)c23)CC1	-0.9	1.4	12.4	0.5
CCN(CCN(C)C)C(=O)c1sc2ncnc(NCc3ccco3)c2c1C	-1.1	-0.1	-7.2	-0.2
CCc1nc(SCC(=O)Nc2cccc(C)c2)n[nH]1	2.3	2.0	9.6	0.1
NC(=O)COc1c(-c2ccco2)oc2ccccc2c1=O	3.1	-0.3	7.3	0.1
O=C(c1cnn(-c2ccccc2)c1)c1cc(F)ccc1O	-46.0	-0.6	-21.1	0.1
CCCCN(CC#CC(C)C(C(=O)OCC)C(=O)OCC)CCCC (stereo not given)	13.4	-0.2	-10.7	0.0
CCN(Cc1ccccc1)S(=O)(=O)c1ccc(C(=O)Nc2sccc2C(N)=O)cc1	29.7	0.8	-23.3	0.0
O=C(Oc1ccc(N2C(=O)c3ccc([N+](=O)[O-])cc3C2=O)cc1)c1ccco1	0.5	1.6	1.5	0.6
Cc1ccc(C(C)C)c(OCCNC(=O)c2ccccc2Cl)c1	-14.8	2.7	-2.1	0.1
COc1cc(C(=O)Oc2ccccc2)ccc1OCc1c(C)noc1C	-4.6	-0.9	-12.6	0.3
Cc1ccc(NC(=S)NC2CC(C)(C)NC(C)(C)C2)cc1	7.8&-1.8	0.2&-0.9	3.5&-0.1	0.0&-0.1
CC(=O)c1ccccc1NC(=O)c1cc(Br)ccc1Cl	6.2	0.0	-4.7	0.0
CN(C)Cc1cnc2ccc(Br)cn12	2.7	-0.8	-4.2	0.1
Cc1ccc(CSc2ccc(C(=O)NNC(=O)c3ccccn3)cc2[N+](=O)[O-])cc1	49.6*	-2.4	26.8	0.0
O=C1C(Nc2ccc(Nc3ccccc3)cc2)=C(N2CCOCC2)C(=O)c2ccccc21	-1.5	0.5	-8.6	0.0
CSc1cccc(CNC(=O)CCc2nnc(-c3ccc4c(c3)OCO4)o2)c1	7.0	0.5	-0.1	0.1
COc1ccc(CCNc2nc(N3CCOCC3)nc3c2ncn3C2CCCCC2)cc1	1.9	3.3	3.5	-0.1
N[C@@H](Cc1ccc(O)c(I)c1)C(=O)O	6.2	0.6	1.6	0.0
COc1ccccc1N1CCN(C(=O)CN2CCN(c3ccccc3F)CC2)CC1	-14.3	-0.9	14.9	0.1
CCOc1ccc2nc(SCC(=O)Nc3cc(S(N)(=O)=O)ccc3C)sc2c1	-19.6	1.3	12.6	0.1
CCOc1ccccc1/C=C1\N=C(c2ccc(Cl)c(Cl)c2)OC1=O	-2.5	-0.4	-8.7	0.0
CC(=O)OCC(=O)Nc1ccc(C#N)cc1	5.8	0.8	8.4	0.2
Cc1cc(=O)oc2cc(OCC(=O)NCCCN3CCOCC3)ccc12	2.1	0.4	1.6	-0.1
C=CCc1cc(C)ccc1OCCNCC(C)O (stereo not given)	1.9	-0.2	44.2	0.3
Cc1ccc(Nc2nc(-c3ccc(Br)cc3)cs2)cc1Cl	-7.8	-0.2	-3.9	-0.1
CN(C)CCCN(C(=O)c1ccc2ncsc2c1)c1nc2c(F)cccc2s1	-27.1	-0.4	19.5	0.0
CN(Cc1ccccc1C#N)S(=O)(=O)c1cccs1	-8.0	3.2	-9.3	0.0
Cc1nnc(SCC(=O)Nc2ccc3c(c2)OCCO3)o1	0.2	0.5	-0.6	0.0
CN1CCN(C(c2ccccc2F)c2nnnn2CCc2ccccc2)CC1 (stereo not given)	-4.6	1.6	5.3	0.2
O=C(Nc1nc(-c2ccccc2)[n+](-c2ccccc2)s1)c1ccccc1	1.5	-0.1	9.2	0.0
Cc1cc(Nc2c(C#N)c(N)nn2C)ccc1F	-3.1	-0.6	-9.9	0.6
O=Nc1ccc2oc(=O)ccc2c1	-5.0	-0.6	11.2	-0.2
O=C(c1cn(-c2ccccc2)nc1-c1ccc([N+](=O)[O-])cc1)N1CCCCC1	3.8	0.1	5.9	-0.1
COc1ccc(C(=O)N(Cc2sccc2C)C2CCS(=O)(=O)C2)cc1 (stereo not given)	-2.8	-1.2	16.1	0.1
COc1ccc(CCNc2nc(Nc3nc4ccccc4n3C)nc3c2ncn3-c2ccsc2)cc1	20.0	-1.0	25.5	-0.1
CCC(=O)N(CCC(c1ccc(F)cc1)C1CCOC(C)(C)C1)Cc1ccc(OC)cc1 (stereo not given)	7.2	-0.4	7.5	-0.1
O=C(Cn1nnc(-c2cccc(C(F)(F)F)c2)n1)N1CCc2ccccc21	1.2	-0.1	-1.1	0.1
COc1ccc(C(=O)NCc2nc3ccccc3[nH]2)cc1	7.9	-1.4	7.8	0.0
Cc1ccc(CNc2nc(CN3CCN(C=O)CC3)nc3ccccc23)o1	8.9	-0.7	7.2	-0.5
CCN(CC)CC(O)COc1ccccc1Cl (stereo not given)	4.8	-1.3	17.6	0.4
C=CCNc1nc(Nc2ccccc2F)nc(N2CCOCC2)n1	-13.3	1.2	-0.7	-0.1
CC(C)(CO)NC(=O)COc1ccc([N+](=O)[O-])cc1	-2.6	0.0	1.9	0.1
CC(=O)Nc1ccc(-c2ccc(NC(C)=O)c(Cl)c2)cc1Cl	-1.5	1.2	-15.9	0.1

More records:
SMILES	TEAD-YAP inh	GPR151 activ	MITF primary	FBW7 act
COc1ccc(C(=O)N2CCN(c3ccc([N+](=O)[O-])cc3)CC2)cc1Cl	20.1	-0.3	-9.6	-0.1
O=C(O)c1c[nH]c2ccc(S(=O)(=O)NC3CCCCNC3=O)cc2c1=O (stereo not given)	-8.3	-0.7	5.7	-0.1
COc1cccc(OCC(=O)NNC(=O)c2ccco2)c1	4.9	0.0	9.0	-0.1
COc1ccc(CC2(NC(=O)c3ccc(Cl)cc3)N=C3C=C(C)C=CN3C2=O)cc1 (stereo not given)	12.7	-0.4	4.7	0.2
Cc1n[nH]c(C)c1CCC(=O)Nc1ccc2c(c1)Cc1ccccc1-2	-14.5	1.0	8.9	-0.1
N=C1C(c2ccccc2)=C(O)CN1c1ccc2c(c1)OCO2	1.9	-0.6	3.4	0.2
COc1cc(C2Nc3ccccc3C(=O)N2c2ccc(Cl)cc2)ccc1O (stereo not given)	-54.2	-2.7	9.1	0.5
COc1ccc(C(=O)C2CCCN(C3CCN(Cc4ccccn4)CC3)C2)c(OC)c1 (stereo not given)	-0.5	-1.4	0.4	-0.2
COCCN1C=C(C(=O)OC)C(c2ccc(Cl)s2)C(C(=O)OC)=C1	12.4	-1.3	5.3	0.4
Cc1cc(OCC(O)CN2CCN(c3ccc(F)cc3)CC2)ccc1Cl (stereo not given)	5.4	3.0	9.7	-0.1
Cn1c(=O)oc2cc(S(=O)(=O)ON3C(=O)c4ccccc4C3=O)ccc21	-3.6	0.8	-17.1	0.0
CC1=C(CCN2CCc3nnc(CNC(=O)C4CCOC4)n3CC2)C(C)(C)CCC1 (stereo not given)	-3.1	-0.3	1.3	0.6
O=S(=O)(Nc1ccc(SC(F)F)cc1)c1cccc2cccnc12	-16.3	1.3	4.7	0.0
Cc1ccccc1NC(=O)c1cccc([N+](=O)[O-])c1C	2.6	0.5	6.9	0.2
COc1ccc(C(=O)Nc2ccc(C(C)=O)cc2)cc1Br	-54.3	0.3	-17.7	0.0
